SIRT5 block – blocks human SIRT5 desuccinylation of peptide | Q9NXA8 | Purified SirT5, succinyl-peptide AMC, trypsin-coupled fluorescence | inhibition, % at 15 µM | actives 1.1% (n = 330,000); in the data active means inhibition above about 15%
Target sequence (Q9NXA8 whole entry, looked up): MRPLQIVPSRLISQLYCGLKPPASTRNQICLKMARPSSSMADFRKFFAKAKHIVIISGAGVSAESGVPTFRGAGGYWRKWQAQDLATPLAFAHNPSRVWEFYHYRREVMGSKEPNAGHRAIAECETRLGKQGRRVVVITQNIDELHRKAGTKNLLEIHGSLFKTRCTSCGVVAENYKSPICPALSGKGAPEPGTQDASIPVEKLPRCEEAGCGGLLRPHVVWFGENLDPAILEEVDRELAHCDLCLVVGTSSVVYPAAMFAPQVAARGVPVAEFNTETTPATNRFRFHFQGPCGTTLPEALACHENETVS
LGR2 antag – blocks bursicon-induced cAMP signaling via Drosophila LGR2; HEK293 LGR2, CRE-luciferase, bursicon-stimulated, 4 h; inhibition, % at 9.99 µM; actives 0.35% (n = 380,000); AID 720647;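 active means drop in luminescence signal, shown as inhibition above about 50% in the replicate tests, limit read from the data, passing the limit was not always enough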;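 further: agonist challenge used bursicon conditioned medium at about half maximal strength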
Casp6 inh – inhibitors of human caspase-6. P55212. purified caspase-6, Z-VEID-R110 cleavage fluorescence. inhibition, % at 12.5 µM. actives 0.53% (n = 350,000). AID 686996;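 active means mean inhibition across replicates at least about 35%, with every replicate also reaching that limit, limit read from the data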;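 further: 0% = median of neutral control wells and 100% = no fluorescence left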
Target sequence (P55212 24-179 limits assumed): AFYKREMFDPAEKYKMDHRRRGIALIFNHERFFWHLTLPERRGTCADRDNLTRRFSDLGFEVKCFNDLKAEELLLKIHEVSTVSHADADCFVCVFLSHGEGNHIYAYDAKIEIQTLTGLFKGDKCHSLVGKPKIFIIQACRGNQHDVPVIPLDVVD
Target sequence (P55212 194-293 limits assumed): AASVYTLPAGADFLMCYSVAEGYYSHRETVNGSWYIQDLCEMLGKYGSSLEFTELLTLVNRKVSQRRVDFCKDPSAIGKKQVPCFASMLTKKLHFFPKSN
esBAF inh – blocks esBAF chromatin remodeling in mouse ES cells; Bmi1-luciferase knock-in reporter, 24 h; 100% = twice the neutral-well signal; actives 2% (n = 350,000); reporter increase, % at 12.5 µM; in the data active means activation above about 40%;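 further: 0% = median of the plate's neutral control wells and 100% = double that signal; a rise in the Bmi1 reporter signal indicates esBAF inhibition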
FN deposition inh – fibronectin deposition inhibition; AH1F fibroblasts, Alexa488-fibronectin deposition fluorescence, overnight; inhibition, % at 12.6 µM; actives 0.086% (n = 350,000);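 active means mean inhibition across replicates of 30% or more, regardless of how many single replicates reach that level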;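 further: positive control wells lacked labelled fibronectin entirely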
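Test system: AH1F fibroblast monolayer depositing Alexa488-labelled fibronectin into matrix. Input: 10000 cells per well. Technique: fluorescence, ex 485 nm, em 525 nm. Buffer or medium: DMEM plus 2% serum, read in PBS. Timing: 1 h cell adhesion before compound, then overnight fibronectin incubation. Compound: single dose, pinned. Read-out basis: inhibition from reduced deposited-fibronectin fluorescence.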
S100A4 MyoIIA – S100A4-myosin IIA interaction inhibition; actives 0.14% (n = 360,000); S100A4/TAMRA-MyoIIA peptide fluorescence polarization; AID 652163; P26447; inhibition, % at 10.7 µM;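 active means mean inhibition of at least 70% across replicates, with every replicate also reaching that level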
Target sequence (P26447 whole entry, looked up): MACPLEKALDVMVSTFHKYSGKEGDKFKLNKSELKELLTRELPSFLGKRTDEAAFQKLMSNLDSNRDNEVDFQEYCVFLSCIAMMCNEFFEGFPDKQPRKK
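Test system: S100A4 monomer protein; Medium: HEPES pH 7.2 with CaCl2, KCl, NaCl, DTT, Triton; Probe or stimulus: TAMRA-labelled myosin IIA heavy-chain peptide probe, 5 nM; Doses: one dose per compound; Times: polarization read 5 min after assay mix addition, stable 5–60 min; Benchmarks: neutral control DMSO, positive control TFP.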
Statin myotox sup – suppression of simvastatin myotoxicity; rescue of ATP level, % at 7.49 µM; actives 0.78% (n = 330,000); C2C12 myotubes + simvastatin, ATP luminescence, 48 h; scaled: DMSO 0, geranylgeraniol control 100; AID 602340;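 active means mean ATP rescue above about 67%, or every replicate alone reaching that limit, limit read from the data, passing the limit was not always enough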;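 further: myotubes were challenged with 10 µM simvastatin during compound exposure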
* marks the source's active call; other numbers are inactive results; / = no result given; & = joins results of further samples. This is a subset; rates above refer to the full screens.

Molecule	SIRT5 block	LGR2 antag	Casp6 inh	esBAF inh	FN deposition inh	S100A4 MyoIIA	Statin myotox sup
CCOC(=O)CSC1=C(C#N)C(c2ccccc2OC)CC(=O)N1 (stereo not given)	/	-6	-2	-1	15	23	8
O=C(c1cc(S(=O)(=O)N2CCOCC2)ccc1Cl)N1CCC(Cc2ccccc2)CC1	2	5	1	0	2	1	11
CC(=O)N(C)C[C@@H]1Oc2cc(C#CCN(C)C)ccc2S(=O)(=O)N([C@H](C)CO)C[C@H]1C	-2	-5	-2	4	10	3	0
CC(C)CC[C@@H](O)[C@](C)(O)C1CC[C@@]2(O)C3=CC(=O)[C@@H]4C[C@@H](O)[C@@H](O)C[C@]4(C)C3CC[C@]12C (stereo not given in full)	1	-4	5	-2	8	0	-7
O=C(Cc1ccccc1)N1CC[C@@H]2[C@H](CO)Nc3ccc(C4=CCCCC4)cc3[C@@H]21	2	24	-3	3	24	5	-7
Cc1ccc(C(=O)NC2CCCCCCC2)c(Cl)c1	-3	80*	-5	-65	5	-2	-9
CN(C)/C=N/c1sccc1C(N)=O	0	/	-1	-1	-14	5	-10
CC(=O)c1ccc(NC(=O)C(C)n2nc(-c3ccccc3)c3cc(Cl)ccc32)cc1 (stereo not given)	/	6	-3	1	2	-3	-3
N#C[C@H]1[C@H](c2ccccc2C2=CCCC2)[C@@H](CO)N1C(=O)NC1CCCCC1	-1	22	1	/	-3	-4	/
CO[C@@H]1CN(C)C(=O)c2cc(NC(C)=O)ccc2OC[C@@H](C)N(Cc2ccncc2)C[C@H]1C	-1	-23	/	0	-5	-7	-14
Cc1cccc(N2CCN(S(=O)(=O)c3ccc4c(c3)NC(=O)C(C)S4)CC2)c1C (stereo not given)	-1	5	0	-2	0	11	-3
COc1ccc(CN(C)C[C@@H]2OCCCC[C@H](C)Oc3ccc(NC(=O)C4CCCCC4)cc3C(=O)N([C@@H](C)CO)C[C@H]2C)cc1	7	0	6	0	6	2	/
CCCc1c(C(=O)N/N=C/c2ccc(C)o2)nnn1-c1nonc1N	1	-16	10	0	-3	-2	-9
Cc1ccc(S(=O)(=O)N2CCOCC2)cc1C(=O)OCC(=O)c1ccc[nH]1	0	3	1	-2	-6	-3	3
C=CCOn1c(=O)c(-c2cccs2)[n+]([O-])c2ccccc21	/	/	/	6	-7	/	4
CN(C)C(=O)[C@@H]1[C@@H](CO)[C@@H]2Cn3c(ccc(C4=CCCCC4)c3=O)[C@H]1N2Cc1cccnc1	-34	31	/	3	/	-6	-1
COc1ccc(N2C(c3ccsc3)=Cc3cc4c(cc3C2c2c[nH]c3ccccc23)OCO4)cc1 (stereo not given)	2	-6	-1	/	20	-45	/
CC(C)C[C@@H](CO)N1CCN(CC(C)C)CCC1=O	/	-5	/	-1	-7	/	4
Cc1noc(C)c1S(=O)(=O)Nc1ccc2c(c1)C(=O)N([C@@H](C)CO)C[C@@H](C)[C@H](CN(C)S(=O)(=O)c1ccc(F)cc1)O2	4	0	1	0	/	-15	-28
COC(=O)c1ccc(COC(=O)c2ccc(C)c(S(=O)(=O)N3CCCCC3)c2)cc1	1	-52	-3	43*	2	-1	-5
CCOC(=O)Cn1c(=O)oc2cc(S(=O)(=O)NCCCc3ccccc3)ccc21	-5	1	4	-6	1	-7	2
CC1(C)Cc2c(cnn2-c2ccc(F)cc2)C(NC(=O)c2cnccn2)C1 (stereo not given)	-2	33	-1	3	/	-2	4
O=C(C1=C[C@H](c2ccc3c(c2)OCO3)C[C@H](OCc2ccc(CO)cc2)O1)N1CCOCC1	8&1	1	-2&-2	-3	3	-2&-5	-11
COc1ccccc1NC(=O)N(C)C[C@H]1OCc2ccccc2-c2c(n(C)c3ccccc23)C(=O)N([C@@H](C)CO)C[C@@H]1C	-4	9	1	7	-15	-15	/
CCOC(=O)C(Cc1c[nH]c2ccccc12)NC(=O)c1ccco1 (stereo not given)	/	7	/	11	/	/	3

2 entries picked at random from the list so far, as already listed:
Molecule	SIRT5 block	LGR2 antag	Casp6 inh	esBAF inh	FN deposition inh	S100A4 MyoIIA	Statin myotox sup
CCOC(=O)C(Cc1c[nH]c2ccccc12)NC(=O)c1ccco1 (stereo not given)	/	7	/	11	/	/	3
COC(=O)c1ccc(COC(=O)c2ccc(C)c(S(=O)(=O)N3CCCCC3)c2)cc1	1	-52	-3	43*	2	-1	-5

Continued:
Molecule	SIRT5 block	LGR2 antag	Casp6 inh	esBAF inh	FN deposition inh	S100A4 MyoIIA	Statin myotox sup
Nc1nnc(SCC(=O)NCCNC(=O)CSc2nnc(N)s2)s1	-1	6	-7	-2	-2	0	-3
C[C@@H]1CN([C@H](C)CO)C(=O)c2cc(NC(=O)Cc3cn(C)c4ccccc34)ccc2O[C@H]1CN(C)Cc1ccc(Oc2ccccc2)cc1	7	/	4	-1	/	1	/
COC(=O)C1=C(C)NC(C)=C(C(=O)OC)C1C(=O)OCc1nnc(-c2ccccc2)o1	-2	7	0	/	-1	0	/
O=C(COC(=O)CN1C(=O)C2CCCCC2C1=O)Nc1cc(S(=O)(=O)N2CCOCC2)ccc1Cl (stereo not given)	6	-2	-1	/	-4	1	/
COc1ccccc1CN1CC(C(=O)NCc2cc(C)on2)CCC1=O (stereo not given)	-1	-6	2	0	/	0	-3
CCOc1ccc(C(=O)N/N=C/c2c(C)[nH]c(=O)[nH]c2=O)cc1	-2	-12	-1	/	7	-4	/
CC1CCN(C(=S)NC(=O)c2ccc(C(C)(C)C)cc2)CC1	0	-15	1	/	14	-4	/
CC=Cc1ccc2n(c1=O)C[C@@H]1[C@@H](CO)[C@H](C(=O)NCC3CC3)N(C(=O)C3CCOCC3)[C@H]21 (mixture of isomers)	2	4	-3	3	/	-24	-5
CCC(=O)N1CCC(c2ccc(OC)cc2)=N1	-7	-25	1	39	-8	3	0
CO[C@H]1CC[C@@H]2CCOc3ccc(C#N)cc3C(=O)N(C)C[C@@H](C)C(=O)N(C)C[C@@H]1O2	-1	-11	-1	-1	1	-4	-10
C[C@@H]1CCCCO[C@H](CN(C)C(=O)NC2CCCCC2)[C@H](C)CN([C@@H](C)CO)C(=O)c2cc(NS(=O)(=O)c3cccs3)ccc2O1	2	5	-2	3	/	-12	92*
Cc1cc(C(=O)N/N=C/c2cccc([N+](=O)[O-])c2O)n[nH]1	5	-14	9	/	-23	-2	/
CC(C)CCOc1ccc(C(=O)NCCC(=O)N2CCOCC2)cc1	-5	-9	-1	12	/	-2	2
CCn1cc2nc(SCC(=O)Nc3ccc(OC)c(OC)c3)n(Cc3ccc(OC)cc3)c(=O)c2n1	-3	-18	1	12	1	-3	4
COc1ccc(CCNc2ncnc3c2c(C)c(C)n3CCCN(C)C)cc1OC	-8	-11	-47	5	2	-3	3
O=C(NNC1CC(=O)N(c2ccc3c(c2)OCCO3)C1=O)c1ccccc1 (stereo not given)	/	12	/	-9	/	/	6
C[C@@H]1CN([C@@H](C)CO)S(=O)(=O)c2ccc(-c3cccnc3)cc2O[C@H]1CN(C)Cc1ccccn1	-1	1	0	-1	1	1	/
COc1ccc(/C=C/C(=O)NC(=S)NNC(=O)c2cc(OC)c(OC)c(OC)c2)cc1	-1	-1	-1	-13	2	-7	2
Cn1c(Cn2nnc3ccccc32)nnc1SCC(=O)Nc1nccs1	3	-9	-3	/	4	-3	/
C=CCOC(=O)C1=C(C)NC(=O)NC1c1ccc(O)cc1 (stereo not given)	-3	-12	2	-5	-6	5	20
COc1ccc(S(=O)(=O)N(C)c2ccc(C(=O)N3CCCC3)cc2)cc1OC	-2	-23	2	-4	9	0	0
C[C@H]1CN([C@@H](C)CO)C(=O)c2cc(C#CC3(O)CCCC3)cnc2O[C@@H]1CN(C)Cc1ccccn1	-2	-7	-4	-5	/	3	3
CCOC(=O)C1(CCc2ccccc2)CCN(Cc2nccn2CC)CC1	-6	24	-2	/	1	6	/
Cc1cccc(NC(=O)NCc2ccc3c(c2)OCO3)c1	4	-19	0	27	6	-2	11
Cc1ccc(C(=O)Nc2ccccc2C(=O)NCc2ccco2)cc1	1	-10	-2	/	-5	1	/

Laid out differently: entries from further up.
Structure: COc1ccc(CN(C)C[C@@H]2OCCCC[C@H](C)Oc3ccc(NC(=O)C4CCCCC4)cc3C(=O)N([C@@H](C)CO)C[C@H]2C)cc1
  SIRT5 block: 7; LGR2 antag: 0; Casp6 inh: 6; esBAF inh: 0; FN deposition inh: 6; S100A4 MyoIIA: 2; Statin myotox sup: /

Structure: C=CCOC(=O)C1=C(C)NC(=O)NC1c1ccc(O)cc1 (stereo not given)
  SIRT5 block: -3; LGR2 antag: -12; Casp6 inh: 2; esBAF inh: -5; FN deposition inh: -6; S100A4 MyoIIA: 5; Statin myotox sup: 20

Structure: O=C(c1cc(S(=O)(=O)N2CCOCC2)ccc1Cl)N1CCC(Cc2ccccc2)CC1
  SIRT5 block: 2; LGR2 antag: 5; Casp6 inh: 1; esBAF inh: 0; FN deposition inh: 2; S100A4 MyoIIA: 1; Statin myotox sup: 11

Structure: O=C(COC(=O)CN1C(=O)C2CCCCC2C1=O)Nc1cc(S(=O)(=O)N2CCOCC2)ccc1Cl (stereo not given)
  SIRT5 block: 6; LGR2 antag: -2; Casp6 inh: -1; esBAF inh: /; FN deposition inh: -4; S100A4 MyoIIA: 1; Statin myotox sup: /

Next entries.
Molecule	SIRT5 block	LGR2 antag	Casp6 inh	esBAF inh	FN deposition inh	S100A4 MyoIIA	Statin myotox sup
COc1ccc(C(O)(C(C)C)C(CN2CCOCC2)c2ccccc2)cc1 (stereo not given)	-2	11	1	-1	-7	-4	1
COc1ccc2c3c(n(C)c2c1)[C@H](CO)N(Cc1ccc2c(c1)OCO2)CC31CN(C(=O)c2ccc3c(c2)OCO3)C1	3	-1	1	/	/	-20	/
CC(C)CC#Cc1ccc2c(c1)O[C@@H](CN(C)C(=O)CN(C)C)[C@@H](C)CN([C@@H](C)CO)S2(=O)=O	-1	-24	1	-3	1	28	-29
C[C@H](CO)N1C[C@H](C)[C@@H](CN(C)C(=O)Nc2ccc(F)cc2)Oc2ccc(NC(=O)NC3CCCCC3)cc2C1=O	7	3	0	1	7	9	14
Cc1ccc(S(=O)(=O)NCc2ccccc2)cc1C(=O)N(C)Cc1ccc(F)cc1	-1	6	5	/	/	2	/
O=C(O)/C=C\C(=O)Nc1ccc(Oc2ccc(Br)cc2)cc1	-4	14	-2	-1	-6	-14	5
CCOc1ccc(/C(O)=C2\C(=O)C(=O)N(c3ccccn3)C2c2ccccc2F)c(C)c1 (stereo not given)	0	-8	6	17	0	-5	3
S=C(NCCCN1CCOCC1)N1CCN(c2nc(-c3ccc(Cl)cc3)cs2)CC1	2	24	-7	/	3	8	/
O=C(NC[C@@H]1[C@H](c2ccccc2)[C@@H](CO)N1C(=O)Cc1cccnc1)C1CCC1	/	-22	/	-3	/	/	-5
COc1ccc(CN2CCN(C(=O)c3cccs3)CC2)cc1Br	/	-19	/	0	/	/	157*
C[C@H]1CN([C@@H](C)CO)C(=O)c2cccc(NS(C)(=O)=O)c2O[C@@H]1CN(C)S(=O)(=O)c1cccs1	3	3	2	-2	8	3	-3
Cc1noc(C)c1C(=O)Nc1nc(C23CC4CC(CC(C4)C2)C3)cs1	/	16	/	18	-2	/	-50
Cc1cc(=O)oc2c3c(cc(OCC(=O)NCc4ccccc4)c12)OC(C)(C)CC3	-41	1	-5	2	/	3	5
C[C@@]12C(=O)NCC(=O)N1[C@@H]1c3cc(Br)ccc3OC[C@@H]1[C@@H]2c1ccccc1	/	9	1	0	3	-3	-3
Clc1ccc(C2=NNC(=NCc3ccccc3)SC2)cc1	-1	-14	0	/	-7	6	/
Cc1[nH]n(-c2ccccc2)c(=O)c1/C=N/NC(=O)COc1ccccc1[N+](=O)[O-]	/	4	-7	/	9	-9	/
CCOCCc1c(O)nc(SCCOc2ccc(C)c(C)c2)[nH]c1=O	0	15	3	/	-5	0	/
O=C(O)c1cc(Br)ccc1NS(=O)(=O)c1cccc2nsnc12	4	5	-4	1	-2	-2	2
COc1cc(/C=N/O)cc(Br)c1OCc1ccc(Cl)cc1	0	/	-1	0	23	-5	-6
